Screening results from PubChem.
APP transl inh: APP translation inhibition; SH-SY5Y APP 5'UTR-luciferase reporter, luminescence; inhibition, % at 2 µM; 0.82% of 190,000 active; AID 1285;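 active = inhibition above a set limit, derived from the sample mean plus 3 SD, cut at about 45% in these data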; also: values of inactives mirror those of a sister screen read the other way
TLR4-MyD88 BLA: inhibitors of human TLR4-MyD88 binding. O00206+Q99836. HeLa CL3-4 TLR4/MyD88 BLA complementation, FRET ratio. inhibition, % at 8.4 µM. 0.18% of 200,000 active; in the data active = inhibition above about 25%;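 also: 0% = vehicle and 100% = reference inhibitor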
Target sequence (O00206 whole entry, looked up): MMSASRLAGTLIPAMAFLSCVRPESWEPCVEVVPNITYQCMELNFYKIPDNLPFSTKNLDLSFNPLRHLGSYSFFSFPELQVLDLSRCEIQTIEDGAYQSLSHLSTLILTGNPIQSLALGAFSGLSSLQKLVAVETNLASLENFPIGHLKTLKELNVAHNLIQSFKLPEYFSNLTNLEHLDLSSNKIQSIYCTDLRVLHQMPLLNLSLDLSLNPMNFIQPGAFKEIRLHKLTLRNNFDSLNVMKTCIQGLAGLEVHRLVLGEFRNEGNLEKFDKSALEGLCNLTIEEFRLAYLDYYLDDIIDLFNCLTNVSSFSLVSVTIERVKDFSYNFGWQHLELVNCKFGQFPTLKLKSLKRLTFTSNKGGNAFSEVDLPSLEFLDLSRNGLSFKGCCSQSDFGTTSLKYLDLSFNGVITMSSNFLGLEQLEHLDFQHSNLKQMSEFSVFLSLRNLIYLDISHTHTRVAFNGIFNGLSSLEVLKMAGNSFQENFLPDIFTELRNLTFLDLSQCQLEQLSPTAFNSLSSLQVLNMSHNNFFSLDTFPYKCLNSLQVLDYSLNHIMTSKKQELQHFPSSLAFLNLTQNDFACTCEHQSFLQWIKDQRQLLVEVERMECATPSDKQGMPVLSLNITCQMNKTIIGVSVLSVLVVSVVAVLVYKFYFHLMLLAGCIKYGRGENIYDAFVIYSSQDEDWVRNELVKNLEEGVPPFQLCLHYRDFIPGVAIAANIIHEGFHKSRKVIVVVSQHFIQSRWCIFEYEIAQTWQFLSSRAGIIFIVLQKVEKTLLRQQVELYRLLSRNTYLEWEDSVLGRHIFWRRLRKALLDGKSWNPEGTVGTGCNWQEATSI
Target sequence (Q99836 whole entry, looked up): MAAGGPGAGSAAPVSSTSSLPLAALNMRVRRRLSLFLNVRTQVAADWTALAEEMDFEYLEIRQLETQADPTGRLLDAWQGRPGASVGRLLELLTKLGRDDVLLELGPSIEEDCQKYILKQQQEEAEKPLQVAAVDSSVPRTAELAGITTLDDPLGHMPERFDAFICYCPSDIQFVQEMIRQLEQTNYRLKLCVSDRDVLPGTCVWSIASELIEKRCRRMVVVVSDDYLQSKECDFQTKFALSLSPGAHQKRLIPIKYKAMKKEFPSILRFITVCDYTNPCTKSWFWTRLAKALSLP
G6PDH counter: L. mesenteroides G6PDH inhibition counter-screen; Purified L. mesenteroides G6PDH, diaphorase/resazurin coupled fluorescence, 45 min; inhibition, % at 5 µM; 0.12% of 200,000 active; in the data active = inhibition above about 50%
STAT3 act: activators of IL-6 induced STAT3 signaling; U3A cells, IL-6 STAT3-luciferase reporter, luminescence; 100% = signal with IL-6 EC80 alone; activation (% of control), % at 5.6 µM; 0.91% of 190,000 active;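 active = activation above the screen-wide mean of compound activation plus 3 SD, cut at about 130% in these data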;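 also: 0% = background luminescence of wells with medium and substrate only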
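Test system: Human STAT1-deficient U3A cells with stable STAT3-luciferase reporter | Also added: Interleukin-6, 33 ng/mL | Timing: Compound pre-incubation 1 h before IL-6, then 6 h stimulation at 37 °C | Technique: Luciferase reporter luminescence | Read-out: Percent of IL-6-only median luminescence | Benchmarks: IL-6-only wells as 100% reference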
STAT1 inh: reduces IFN-gamma driven STAT1 reporter signal. NIH 3T3 STAT1-luciferase reporter, luminescence. inhibition, % at 5.5 µM. 0.35% of 200,000 active. AID 920;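 active = inhibition above a set limit, the mean inhibition across all tested compounds plus 3 SD, cut at about 34% in these data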;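 also: 0% = IFN-gamma with DMSO and 100% = IFN-gamma with 300 µM nifuroxazide; values of inactives mirror those of a sister screen read the other way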
Hsp70 act: Hsp70 transcriptional activation, primary screen. HeLa Hsp70 promoter luciferase reporter, luminescence; scaled: vehicle 0, proteasome-inhibitor control 100%. activation, % at 10 µM. 0.04% of 200,000 active;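 active = activation above the mean across all tested compounds plus 3 SD, cutoff set per campaign, cut at about 5.5% in these data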;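 also: 100% = MG132 at 30 µM as the positive control and 0% = DMSO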
Diaphorase act: counter-screen for diaphorase-based assays: diaphorase activators and chemical reducers | 0.005% of 190,000 active | activation factor at 20 µM | Diaphorase/resazurin coupled assay, resorufin fluorescence, 16 min; stronger effect = higher value; 1 = vehicle wells, 0 = NADH-free wells;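 active = diaphorase activity raised at least twofold by the compound at 20 µM; inactive = activation factor below 2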
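test system = bacterial diaphorase enzyme (C. kluyveri) | quantity = enzyme 0.07 U/mL final | reagent = NADH substrate 0.114 mM plus resazurin dye 0.1 mM, final | incubation = 16 min enzyme reaction, ambient temperature | buffer or medium = HEPES pH 7.4 buffer with MgCl2 and Tween 20 | signal = fluorescence of resorufin, 544 nm excitation, 590 nm emission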
Diaphorase inh: diaphorase inhibition or chemical oxidation counter-screen; inhibition, % at 20 µM; AID 1217; 0.69% of 190,000 active; diaphorase resazurin-to-resorufin fluorescence, NADH, 16 min; bacterial (C. kluyveri) enzyme, not human;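 active = primary screen inhibition at 20 µM above a set limit, cut at about 50% in these data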;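 also: plate controls were DMSO with full reaction for no effect and wells lacking NADH for full effect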
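Assay system – diaphorase enzyme from Clostridium kluyveri · Amount – diaphorase 0.14 U/mL (working solution) · Times – reaction incubation of 16 min at room temperature · Controls – No-NADH positive control and DMSO neutral control · Signal – resorufin fluorescence 544/590 nm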
STAT1 activator: increases IFN-gamma driven STAT1 reporter signal; NIH 3T3 STAT1-luciferase reporter, luminescence; 100% = IFN-gamma alone, no compound; activation (% of control), % at 5.5 µM; 2.6% of 200,000 active;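 active = activation above the screen-wide mean activation plus 3 SD, cut at about 130% in these data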;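 also: raw ratio to IFN-gamma control signal so 100% means no change and 0% no light; values of inactives mirror those of a sister screen read the other way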
STAT3 blocker: reduces IL-6 driven STAT3 reporter signal; AID 862; U3A cells, IL-6 STAT3-luciferase reporter, luminescence; host cell line lacks STAT1; inhibition, % at 5.5 µM; 0.89% of 190,000 active;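 active = inhibition above the mean inhibition across all screened compounds plus 3 SD, cut at about 44% in these data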;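 also: 0% = DMSO only wells and 100% = 100 µM nifuroxazide control wells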
Starred values were filed as active, the others as inactive; nt = no result given.

SMILES | APP transl inh | TLR4-MyD88 BLA | G6PDH counter | STAT3 act | STAT1 inh | Hsp70 act | Diaphorase act | Diaphorase inh | STAT1 activator | STAT3 blocker
C=CCN(c1ccccc1C(=O)O)S(=O)(=O)/C=C/c1ccccc1 | -12 | 4 | 3 | 100 | 0 | -0.2 | 0.9 | 13 | 101 | 0
NC(=O)C(c1ncc(C(F)(F)F)cc1Cl)c1c(Cl)cccc1Cl (centres undefined) | 8 | 4 | 0 | 114 | -10 | -0.1 | 1.1 | -5 | 109 | -11
CSCCC(NC(=O)/C(=C\c1ccc(Cl)cc1)NC(=O)c1ccccc1)C(=O)O (centres undefined) | 2 | 6 | 14 | 103 | -5 | 0.0 | 1 | 3 | 103 | 4
CCOC(=O)c1cnc2ccccc2c1Nc1ccc2c(c1)OCCO2 | -25 | 1 | -2 | 81 | 3 | -0.3 | 0.9 | 6 | 98 | 19
C=CCN1C(=O)/C(=C/c2ccccc2)S/C1=N/c1nccs1 | 16 | -3 | 5 | 80 | 7 | -0.2 | 0.9 | 13 | 94 | 22
CCN(CC)c1ccc(/C=N/NC(=S)NC)c(O)c1 | 13 | 14 | 36 | 96 | -18 | 0.5 | 0.7 | 29 | 117 | 11
COc1ccc(Cl)cc1NC(=O)C(OC)c1ccccc1 (centres undefined) | 1 | -10 | 13 | 96 | 6 | -0.3 | 1 | -5 | 95 | 7
CC(NC(=O)C1(c2cccs2)CCOCC1)c1ccccc1 (centres undefined) | -17 | 17 | 10 | 104 | -4 | -0.5 | 0.6 | 35 | 104 | -4
COc1cccc(OC)c1C(=O)Oc1ccc2c(c1)O/C(=C\c1ccncc1)C2=O | 16 | -10 | 2 | 103 | 10 | -0.3 | 0.9 | 9 | 91 | -6
Cc1ccc(/C=N/Nc2nncc(-c3ccccc3)n2)o1 | -25 | -7 | -3 | 100 | -26 | -0.1 | 0.9 | 9 | 124 | -1
COc1ccc(-c2cc(OC)c3ccccc3n2)cc1 | -11 | 0 | -6 | 105 | 6 | -0.3 | 0.9 | 11 | 95 | -1
O=C(NCc1ccncc1)c1nc(-c2ccc(C(F)(F)F)cc2)no1 | -10 | -9 | 8 | 88 | 19 | -0.3 | 1 | 2 | 82 | 21
Cc1cc(NC(=O)CSc2nc3ccccc3c(=O)n2CCCC(=O)NCc2ccccc2)n[nH]1 | 3 | -10 | 2 | 93 | 5 | -0.2 | 0.9 | 10 | 95 | 13
CN(C)N1C(N)=C(C#N)C(c2cccnc2)C2=C1CC(C)(C)CC2=O (centres undefined) | -11 | -5 | -9 | 101 | 2 | -0.5 | 0.9 | 15 | 98 | -1
c1ccc(Cn2nnc3c(N4CCC5(CC4)OCCO5)ncnc32)cc1 | -5 | -1 | 8 | 100 | -1 | -0.4 | 0.8 | 16 | 99 | 4
O=C(O)c1ccc(NC(=O)c2cn(-c3ccccc3)nc2-c2ccc(Br)cc2)cc1 | -13 | -4 | 8 | 100 | -25 | -0.1 | 0.9 | 10 | 119 | 5
CN(C)Cc1ccccc1Sc1ccc(Br)cc1 | 5 | -7 | 5 | 99 | 4 | -0.1 | 0.9 | 8 | 97 | 5
Cc1oc(-c2cccs2)nc1CN1CCN(C2CCCC2)C(CCO)C1 (centres undefined) | 6 | -11 | 9 | 108 | 8 | -0.2 | 0.8 | 16 | 91 | -4
OC(CNCCc1ccccc1)c1ccccc1 (centres undefined) | -1 | -2 | 10 | 100 | -1 | -0.2 | 0.9 | 7 | 101 | 4
CCOC(=O)c1sc(NC(=O)CSc2nc3c(c(=O)n2-c2ccc(F)cc2)SCC3)c(C(=O)OCC)c1C | 4 | 10 | 18 | 98 | 6 | -0.1 | 0.9 | 12 | 95 | 2
O=C(O)c1ccccc1C(=O)c1ccc(N2CCOCC2)c([N+](=O)[O-])c1 | -13 | -10 | 9 | 107 | 3 | 0.2 | 1.1 | -6 | 97 | -6
Cc1csc(NC(=O)C(Cc2ccccc2)n2cccc2)n1 (centres undefined) | -10 | -17 | -18 | 100 | -2 | -0.2 | 0.7 | 31 | 102 | 6
COC(=O)c1ccc(CSC2=NCCS2)cc1 | -61 | -10 | 4 | 110 | -34 | 0.2 | 0.8 | 16 | 130* | -12
CSc1nnc2n(-c3ccccc3)c(=O)c3c4c(sc3n12)CCC4 | 8 | -12 | 1 | 101 | -1 | 0.0 | 0.6 | 37 | 101 | 4
Cc1ccccc1C(=O)c1ccc2c(c1)n(C)c(=O)n2C | -3 | -5 | 8 | 95 | -3 | 0.1 | 1 | -2 | 102 | 11
O=C(C1CCN(S(=O)(=O)c2cccc3cccnc23)CC1)N1CCc2ccccc21 | -19 | -12 | 6 | 93 | 0 | -0.1 | 0.8 | 16 | 100 | 14
O=C(Cc1ccc(Br)cc1)NNC(=O)Nc1ccc(Cl)cc1 | -22 | 12 | 4 | 110 | -8 | -0.3 | 1 | 2 | 104 | -6
Nc1nnnn1CC(=O)N/N=C/c1cc([N+](=O)[O-])ccc1Cl | 1 | 8 | 2 | 102 | -4 | -0.1 | 0.9 | 5 | 104 | -2
Cc1occc1C(=O)N/N=C/c1cnn(C)c1C | -97 | 9 | -1 | 108 | -17 | 0.9 | 0.4 | 60* | 116 | -7
CC(C)=CCCC(C)N(C=O)C(C)CCC=C(C)C (centres undefined) | -22 | -3 | nt | 104 | -1 | -0.3 | nt | nt | 101 | -1
Cn1nc(-c2ccc(Cl)cc2)c2cc(C(=O)NCCCN3CCOCC3)sc21 | 6 | 6 | 2 | 155* | -1 | -0.5 | 1 | -1 | 101 | -63
N#CCSc1ncccc1-c1nc2ccccc2[nH]1 | 2 | -12 | 14 | 97 | -3 | -0.3 | 0.9 | 11 | 103 | 6
CCN1C(=O)/C(=C/c2cc(C)n(C)c2C)SC1=Nc1ccc(OC)cc1 | 4 | 11 | 2 | 114 | -17 | -0.5 | 0.8 | 25 | 116 | -18
O=C1CCC/C(=N\NC(=O)c2ccc(CSc3cccc4cccnc34)cc2)C1 | 8 | -3 | 0 | 100 | -2 | 0.2 | 1 | -4 | 101 | 7
CCC(OC(=O)c1nsc(Cl)c1Cl)C(=O)NCc1cccs1 (centres undefined) | -36 | 2 | 1 | 97 | 0 | 0.3 | 0.9 | 7 | 104 | 6
COc1ccc(-c2nc3cc([N+](=O)[O-])ccc3o2)cc1 | -170 | -9 | 13 | 87 | -56 | 0.3 | 1.2 | -22 | 150* | 25
CC(C)Cn1c2c(c(O)c(C(=O)Nc3ccc(F)cc3)c1=O)CCCC2 | -12 | -4 | -2 | 101 | -2 | -0.1 | 0.8 | 18 | 102 | 2
c1ccc2[nH]c(CSc3ncnc4c3oc3ccccc34)nc2c1 | -40 | 0 | 7 | 114 | 9 | -0.2 | 0.9 | 7 | 92 | -7
CN(C)c1ccc(NC(=O)Oc2ccccc2)cc1 | -126 | -1 | -4 | 105 | -33 | -0.2 | 0.8 | 21 | 130* | 0
O=C1C2C3c4ccccc4C(c4ccccc43)C2C(=O)N1Cc1ccccn1 (centres undefined) | 4 | -4 | 8 | 93 | 8 | -0.5 | 0.8 | 16 | 91 | 12
NC(=O)CSc1nnnn1-c1cccc(Cl)c1 | -11 | -7 | 10 | 96 | 8 | -0.4 | 1 | 1 | 93 | 8
COc1ccc(CCNc2cc(C)nc3c(-c4ccc(Cl)cc4)c(C)nn23)cc1OC | -3 | 0 | -6 | 106 | 6 | 0.0 | 0.8 | 24 | 95 | -7
Clc1cc(Br)ccc1OCCCn1ccnc1 | 0 | -14 | 3 | 98 | 4 | -0.3 | 1 | 4 | 97 | 0
O=C(NC1CCCC1)c1ccc([N+](=O)[O-])s1 | -4 | -11 | 0 | 106 | 5 | -0.1 | 1 | 0 | 93 | 2
Cc1c(Cl)cccc1NC(=O)CSc1nc2c(c(=O)[nH]1)CCCC2 | 43 | -1 | -2 | 96 | -1 | 0.1 | 0.9 | 6 | 100 | 13
COc1ccc(-n2nnc3c(=O)n(CC(=O)Nc4cc(C)on4)cnc32)cc1OC | 6 | -2 | -2 | 93 | -2 | -0.3 | 1 | 2 | 102 | 16
Cc1ccc(C2N(c3ccc(Cl)c(Cl)c3)C(=O)C3CCCN32)o1 (centres undefined) | -1 | 2 | 4 | 101 | -3 | 0.6 | 1 | 5 | 102 | 0

11 successive entries from above, for reference:
SMILES | APP transl inh | TLR4-MyD88 BLA | G6PDH counter | STAT3 act | STAT1 inh | Hsp70 act | Diaphorase act | Diaphorase inh | STAT1 activator | STAT3 blocker
O=C1CCC/C(=N\NC(=O)c2ccc(CSc3cccc4cccnc34)cc2)C1 | 8 | -3 | 0 | 100 | -2 | 0.2 | 1 | -4 | 101 | 7
CCC(OC(=O)c1nsc(Cl)c1Cl)C(=O)NCc1cccs1 (centres undefined) | -36 | 2 | 1 | 97 | 0 | 0.3 | 0.9 | 7 | 104 | 6
COc1ccc(-c2nc3cc([N+](=O)[O-])ccc3o2)cc1 | -170 | -9 | 13 | 87 | -56 | 0.3 | 1.2 | -22 | 150* | 25
CC(C)Cn1c2c(c(O)c(C(=O)Nc3ccc(F)cc3)c1=O)CCCC2 | -12 | -4 | -2 | 101 | -2 | -0.1 | 0.8 | 18 | 102 | 2
c1ccc2[nH]c(CSc3ncnc4c3oc3ccccc34)nc2c1 | -40 | 0 | 7 | 114 | 9 | -0.2 | 0.9 | 7 | 92 | -7
CN(C)c1ccc(NC(=O)Oc2ccccc2)cc1 | -126 | -1 | -4 | 105 | -33 | -0.2 | 0.8 | 21 | 130* | 0
O=C1C2C3c4ccccc4C(c4ccccc43)C2C(=O)N1Cc1ccccn1 (centres undefined) | 4 | -4 | 8 | 93 | 8 | -0.5 | 0.8 | 16 | 91 | 12
NC(=O)CSc1nnnn1-c1cccc(Cl)c1 | -11 | -7 | 10 | 96 | 8 | -0.4 | 1 | 1 | 93 | 8
COc1ccc(CCNc2cc(C)nc3c(-c4ccc(Cl)cc4)c(C)nn23)cc1OC | -3 | 0 | -6 | 106 | 6 | 0.0 | 0.8 | 24 | 95 | -7
Clc1cc(Br)ccc1OCCCn1ccnc1 | 0 | -14 | 3 | 98 | 4 | -0.3 | 1 | 4 | 97 | 0
O=C(NC1CCCC1)c1ccc([N+](=O)[O-])s1 | -4 | -11 | 0 | 106 | 5 | -0.1 | 1 | 0 | 93 | 2
